aGlu spleen mod: inhibitors or activators of human alpha-glucosidase in spleen homogenate. human spleen homogenate, 4-MU-alpha-glucoside fluorescence. actives 0.006% (n = 240,000). AID 2112. Potency, µM (highest dose often 79.9 µM), without a hit: at the top dose activity change, negative = inhibition, hits mostly inhibitors;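 note: potency is the fitted concentration of half-maximal effect; 0% = enzyme with vehicle and -100% = no enzyme basal signal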
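Compounds were titrated against alpha-glucosidase in spleen homogenate at pH 5.0, with 1 mM 4-methylumbelliferyl substrate for 40 min at 37 C. Reactions were quenched with pH 10 NaOH/glycine and fluorescence measured.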
HTT aggregate: reduces HttQ103-GFP aggregates in PC12 cells; PC12 HttQ103-GFP aggregates, Acumen cytometry, 40 h; Potency, µM (doses to about 46.1 µM), inactives show top-dose activity change, negative = inhibition, most hits filed as inhibitors; actives 1.1% (n = 220,000); AID 1688; note: potency is the fitted concentration of half-maximal effect; % is set by controls: 0 for no effect and ±100 for the full control effect; nearly all actives have a fitted effect of over 60% in size
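Aggregates are detected as GFP objects 1–25 µm with signal 6 STDEV over background in lysates of induced PC12 cells. These carry Huntingtin exon 1 with 103 glutamines fused to GFP under an ecdysone promoter; compounds titrated.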
GAA inh: inhibitors of human lysosomal alpha-glucosidase; actives 0.005% (n = 200,000); Potency, µM (doses to about 76.9 µM), inactives show top-dose activity change, negative = inhibition, most hits filed as inhibitors; P10253; purified human GAA, 4-MU-alpha-glucoside fluorescence;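 note: potency is the fitted concentration of half-maximal effect; plate controls were uninhibited enzyme wells for no effect and no-enzyme background for full effect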
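Read-out is 4-methylumbelliferone fluorescence (Ex 365/Em 440 nm) after NaOH/glycine stop at pH 10. Enzyme 4 nM, substrate 400 uM, pH 5.0 citrate buffer, 20 min room temperature; AC50 from Hill-equation concentration-response.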
HTT ATP protect: Huntington cell model cytoprotection by ATP luminescence; actives 0.14% (n = 230,000); PC12 HTT-Q103 induced, cytoprotection, ATP luminescence, 40 h; AID 1471; Potency, µM (top dose mostly 56.4 µM), for the others: cytoprotection (ATP increase), actives largely listed as activators;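 note: potency is the fitted concentration of half-maximal effect; % of control where 0% means no effect; nearly all actives have a fitted effect of over 45% in size; toxic huntingtin expression switched on by the ecdysone agonist tebufenozide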
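Stable PC12 Q103-GFP cells in serum-supplemented, phenol red-free DMEM; induction by tebufenozide at 100 nM final; compound dose series; cell viability quantified luminescently from ATP.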
LMNA splice mod: LMNA splicing modulation; Potency, µM (doses to about 46.1 µM), for the others: top-dose ratio change, negative = inhibition, actives largely listed as inhibitors; AID 1487; actives 0.01% (n = 200,000); HeLa LMNA splicing GFP/RFP minigene ratio, 48 h; active = well fitted inhibition curve with a large enough effect in the signal ratio, with a control signal flat, not every such curve was filed as active; inconclusive = small, poorly fitted or top-dose-only effect, or effect the other way, or a change in a side signal; the % refers to the signal ratio; note: potency is the fitted concentration of half-maximal effect; % is set by controls: 0 for no effect and ±100 for the full control effect
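Read-out is the ratio of GFP to DsRed2 object intensity, acquired by 488 nm laser-scanning cytometry on HeLa lamin A-EGFP minigene reporter cells. Compound incubation 48 hrs at 37 °C in Opti-MEM with 2% FBS; DMSO 0.5% final.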
GAA glycogen: inhibitors or activators of human alpha-glucosidase glycogen cleavage; P10253; recombinant GAA, glycogen substrate, Amplex Red glucose oxidase fluorescence; Potency, µM (titrated, usually from 76.4 µM), inactives show at the highest dose activity change, negative = inhibition, actives largely listed as inhibitors; actives 0.38% (n = 300,000); AID 2100;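 note: potency is the fitted concentration of half-maximal effect; 0% = full enzyme reaction and -100% = no-enzyme basal signal; the screen sought inhibitors and activators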
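qHTS, 1536-well; enzyme 4 nM final; cpd up to 77 uM; substrate bovine liver glycogen 30 ug; 50 mM citrate/phosphate pH 5.0, 0.01% Tween-20; 37 C, 40 min; Amplex Red detection 45 min RT; Hill fit → AC50.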
CBFb RUNX1 block: blocks binding between human CBF-beta and RUNX1 | Q01196+Q13951 | AlphaScreen CBFb-His/RUNX1-biotin binding, biochemical | Potency, µM (doses to about 59.8 µM), inactives show top-dose activity, negative = inhibition, most hits filed as inhibitors | 230,000 tested, under 10 active; note: % of control where 0% means no effect
Target sequence (Q01196 whole entry, looked up): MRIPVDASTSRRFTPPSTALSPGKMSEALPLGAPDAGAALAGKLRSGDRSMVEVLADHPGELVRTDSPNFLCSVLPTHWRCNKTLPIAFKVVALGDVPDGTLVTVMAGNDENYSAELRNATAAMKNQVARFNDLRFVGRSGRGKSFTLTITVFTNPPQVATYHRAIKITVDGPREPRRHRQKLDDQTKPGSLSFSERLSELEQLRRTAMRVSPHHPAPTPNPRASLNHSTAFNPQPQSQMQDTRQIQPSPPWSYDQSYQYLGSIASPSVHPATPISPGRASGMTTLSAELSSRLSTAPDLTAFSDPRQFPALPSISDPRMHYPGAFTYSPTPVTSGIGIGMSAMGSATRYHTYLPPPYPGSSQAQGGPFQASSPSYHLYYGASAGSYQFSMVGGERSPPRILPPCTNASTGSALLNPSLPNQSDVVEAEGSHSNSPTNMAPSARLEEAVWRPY
Target sequence (Q13951 whole entry, looked up): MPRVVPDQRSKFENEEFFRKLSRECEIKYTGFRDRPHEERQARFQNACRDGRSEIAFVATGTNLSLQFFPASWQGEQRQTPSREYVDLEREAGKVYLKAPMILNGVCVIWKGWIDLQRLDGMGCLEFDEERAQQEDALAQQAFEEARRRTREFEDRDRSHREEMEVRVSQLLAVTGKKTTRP
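Inhibition was taken as any reduction in AlphaScreen signal from the CBF-beta–RUNX1 pair (His and biotin tags, 30 nM each), measured after compound (15 min) and bead (90 min) incubations at room temperature.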
Active calls of the source: *; ? = inconclusive; . = not tested or not shown; & = joins results of further samples; [ ] = another dose, or the depositor's remark. Unless noted, calls come from the whole dose curve; as a rule, active = well fitted curve in the direction sought with a large enough effect; inconclusive = small, poorly fitted or top-dose-only effect, or another doubt; inactive = no such curve, though single readings can be large; an effect the other way counts as inactive or inconclusive. No enrichment for hits, and some 1.5% of all compounds hit somewhere here.

SMILES	aGlu spleen mod	HTT aggregate	GAA inh	HTT ATP protect	LMNA splice mod	GAA glycogen	CBFb RUNX1 block
CN1c2ccccc2-c2nc3ccccc3n2C1c1ccncc1 (centres undefined)	0.0%	?	?	20.7%	-10.6%	-1.0%	7.9%
COc1ccc(O)c(CN2CCN(C/C=C/c3ccccc3)CC2)c1	2.6%	6.0%	-8.4%	-1.9%	-9.7%	?	-14.4%
COC(=O)C(C)(C)ONC(=O)Nc1ccc(C)cc1	2.4%	-9.6%	1.6%	9.5%[10 µM]	-9.2%	13.1%	4.9%
CCOCCCNc1nc(C)nc2c1nnn2Cc1c(F)cccc1Cl	.	-5.8%	-3.1%	-32.6%	4.3%[46 µM]	3.1%	-23.7%
Cc1cccc(NC(=S)NNC(=O)c2csc3c2CCCC3)c1	-1.1%	?	-9.9%	-17.3%	-1.4%	-24.6%	-4.6%
COc1ccc(CCNC(=O)c2ccccc2Cl)cc1OC	2.4%	-4.9%[9.22 µM]	7.2%	0.3%[10 µM]	1.3%[46 µM]	2.6%	9.2%
CCOC(=O)c1ccccc1NC(=O)Cn1cnc2c1c(=O)n(C)c(=O)n2C	5.0%	4.5%	13.9%	-4.3%	?	4.2%	0.3%
Cc1ccc(NC(=O)CN(C)C(=O)CN2C(=O)NC(C)(c3ccccc3)C2=O)cc1 (centres undefined)	-3.0%	-2.3%	1.0%	3.3%[0.074 µM]	0.9%	6.4%	6.5%
CN(C)c1nc(-c2ccccc2)ncc1S(=O)(=O)c1ccccc1	0.3%	20.9%[9.22 µM]	10.5%	-41.5%	.	9.7%	2.0%
CCCCn1c(N)c(Sc2ccccc2)c(=O)[nH]c1=O	-1.0%	-11.6%	-0.8%	18.4%	-1.8%	4.1%	0.8%
CC(=O)Oc1ccc(NC(=O)C2CCCCC2)c(C(=O)O)c1	-12.3%	-17.9%	-1.1%	-2.7%[0.074 µM]	4.3%	4.5%	11.9%
COC(=O)C(NC(=O)c1ccc(F)cc1)(Nc1ncc(S(=O)(=O)c2ccc([N+](=O)[O-])cc2)s1)C(F)(F)F (centres undefined)	-2.5%	-28.4%	-14.1%	-27.1%	-4.4%	-14.9%	-12.7%
CCOC(=O)c1c(CN2CCC(C)CC2)n(C)c2cc(Br)c(OC)cc12	1.7%	-3.9%[9.22 µM]	.	6.5%[10 µM]	.	1.6%	3.5%
CC1Cc2ccccc2N1C(=O)COC(=O)c1ccc(Br)o1 (centres undefined)	1.3%	4.8%	2.7%	8.6%[10 µM]	2.6%[46 µM]	12.0%	1.9%
Cc1ccc(S(=O)(=O)N2CC(O)CC2C(=O)Nc2ccc3c(c2)CCC3)cc1 (centres undefined)	6.6%	7.4%	-2.5%	14.9%	3.7%	-0.5%	2.8%
Cc1ccc(CN2CCSc3ccc(C(=O)NCc4ccco4)cc32)cc1	3.3%	?	13.9%	-44.9%[inhibitor]	.	-2.3%	-10.9%
COc1c2c(cc3oc(C)cc(=O)c13)OC(C(C)(C)OC1OC(CO)C(O)C(O)C1O)C2 (centres undefined)	0.9%	-9.4%	5.3%	.	-1.9%	9.9%	5.5%[2.36 µM]
CC(C)CN1C(=O)c2ccc(C(=O)NCc3ccc4c(c3)OCO4)cc2C1=O	-14.6%	4.0%	0.2%	8.2%	7.6%	8.6%	-0.4%
CCC(C)Sc1nc2c(cnn2-c2ccc(C)cc2)c(=O)[nH]1 (centres undefined)	-3.7%	17.6%	-12.9%	-6.3%[10 µM]	-9.1%	-2.0%	12.5%
COc1cccc(CNc2ccc3nc(-c4ccc(N)cc4)c(OC)n3n2)c1	-5.0%&-16.0%	.	.	-12.1%&-12.5%	.	.	-8.8%
CCC(C)C1/C=C\CCCC(=O)N1Cc1ccc(C)cc1 (centres undefined)	0.9%[119 µM]	.	.	-13.0%	.	.	-2.1%[89.1 µM]
COc1ccccc1C(O)P(=O)(OC(C)C)c1ccc(N(C)C)cc1 (centres undefined)	-0.7%	1.6%	0.3%	-4.4%[10 µM]	-6.8%	-16.4%	-5.0%
c1ccc(N=P(c2nc3ccccc3o2)(N2CCOCC2)N2CCOCC2)cc1	1.1%	-2.3%	1.8%	7.3%[4.97 µM]	-13.0%	0.1%	5.3%
CCOc1ccc(C2C(C(=O)/C=C/c3ccco3)=C(O)C(=O)N2CCN2CCOCC2)cc1OC (centres undefined)	-1.8%	5.9%	-2.6%	?	11.5%[9.22 µM]	-7.8%	?
Cc1ccc(CNC(=O)C2CCCN(C(=O)N(C)C)C2)cc1 (centres undefined)	-4.2%	0.8%	-7.3%	18.1%	-3.1%	-10.1%	4.6%
Continued.
SMILES	aGlu spleen mod	HTT aggregate	GAA inh	HTT ATP protect	LMNA splice mod	GAA glycogen	CBFb RUNX1 block
CC(C)C(=O)N(Nc1nc2ccccc2s1)C(=O)C(C)C	-3.9%	14.9%	1.9%	3.2%[1.9 µM]	-14.8%	16.8%	6.7%
COc1ccc(CSCCN)cc1Cl	-8.0%	-7.8%	1.9%	-23.1%[10 µM]	17.1%	4.5%	13.6%
O=C(NC1C=CS(=O)(=O)C1)c1ccccc1 (centres undefined)	4.7%	.	?	.	?	-1.8%	6.0%
O=C(COC(=O)C12CC3CC(CC(C3)C1)C2)Nc1ccc([N+](=O)[O-])cc1Cl	4.2%	-5.9%	-4.8%	-3.8%[10 µM]	-1.4%	-1.0%	7.0%
O=C(NCc1ccco1)NC(=O)c1csc([N+](=O)[O-])c1	-18.7%	7.0%[9.22 µM]	.	40.3%[10 µM]	.	0.2%	9.7%
CCn1c(SC(=O)NC2CCCCC2)nnc1-c1cccs1	-0.1%	2.8%	2.8%	-23.6%[10 µM]	-3.4%	-5.8%	-4.4%
O=C(c1ccccc1)C1C(c2ccccc2)C1[N+](=O)[O-] (centres undefined)	-2.7%	-15.2%[9.22 µM]	.	-16.8%[10 µM]	.	7.2%	7.5%
CN1CCN(C(=S)c2cn(Cc3ccc(F)cc3)c3ccccc23)CC1	-0.5%	-11.8%	1.2%	-41.6%[inhibitor]	-5.0%[9.22 µM]	4.3%	-16.9%
Nc1nc(-c2ccc3c(c2)CCO3)cs1	.	-3.5%	-10.4%	-180.0%[inhibitor]	.	-12.1%	2.9%
Cc1c(C(=S)Nc2ccccc2)cnn1-c1ccc([N+](=O)[O-])cc1	-2.9%	-20.6%	3.5%	13.3%[10 µM]	-20.2%	-17.4%	-22.1%
Cc1ccc(-n2c(C)nnc2SCC(=O)N2CCc3ccccc3C2)cc1C	-11.0%	-0.1%	1.2%	-9.7%	1.7%	8.2%	1.0%
Clc1ccc(-c2cccs2)nn1	.	-18.2%	-8.0%	-4.9%	-12.7%[1.84 µM]	4.3%	-2.9%
O=C(CSc1cccs1)NCCc1ccccc1	6.7%	-0.3%	1.0%	12.3%[0.074 µM]	3.7%	-2.0%	-0.5%
COc1ccc(NC(=O)CN2CCC(n3c(C)nc4cc(F)ccc43)CC2)c(OC)c1	-5.6%	-6.0%	-6.6%	-25.1%	13.8%	2.5%	4.2%
CCOC(=O)Cc1ccc(NC(=O)c2ccc([N+](=O)[O-])cc2)cc1	3.9%	28.1%[9.22 µM]	3.0%	-144.7%	?	21.9%	6.9%
CCOC(=O)Nc1ccc2c(c1)N(C(=O)CN1CCN(C)CC1)c1ccccc1S2	-6.5%	-22.8%	-0.8%	-15.8%[10 µM]	-13.9%	3.3%	6.3%
Cc1ccc(S(=O)(=O)N(C)CC(=O)OCC(=O)N2CCCC2=O)cc1	-2.9%	14.1%	4.1%	-3.9%	?	10.6%	-6.0%
O=C(NCC1CCCO1)c1cccc(NC(=O)c2ccco2)c1 (centres undefined)	-3.7%	-8.1%	-5.8%	4.6%	-3.3%	-3.3%	7.7%
COc1ccc(NC(=O)N2CCN(c3ccc([N+](=O)[O-])cc3)CC2)cc1	3.0%	6.8%[9.22 µM]	6.4%	-4.2%[10 µM]	7.5%[46 µM]	9.4%	7.0%
Cc1ccc(NC(=O)CN2CCCCCC2)cc1[N+](=O)[O-]	-1.8%	-2.5%	-6.8%	-26.1%	11.4%[46 µM]	2.6%	24.3%
CCn1nc(C)c(/C=N/NC(=O)CSc2ccccn2)c1C	7.4%	-5.4%[9.22 µM]	.	-16.5%[10 µM]	.	8.7%	7.9%
O=C(Cc1ccc(-n2cccc2)cc1)N1CCN(c2ccccc2F)CC1	0.4%	-25.0%	-5.0%	-8.0%	?	-9.2%	-9.5%

Structural class: the compounds so far with an aryl methoxy group.
SMILES	aGlu spleen mod	HTT aggregate	GAA inh	HTT ATP protect	LMNA splice mod	GAA glycogen	CBFb RUNX1 block
COc1ccc(O)c(CN2CCN(C/C=C/c3ccccc3)CC2)c1	2.6%	6.0%	-8.4%	-1.9%	-9.7%	?	-14.4%
COc1ccc(CCNC(=O)c2ccccc2Cl)cc1OC	2.4%	-4.9%[9.22 µM]	7.2%	0.3%[10 µM]	1.3%[46 µM]	2.6%	9.2%
CCOC(=O)c1c(CN2CCC(C)CC2)n(C)c2cc(Br)c(OC)cc12	1.7%	-3.9%[9.22 µM]	.	6.5%[10 µM]	.	1.6%	3.5%
COc1c2c(cc3oc(C)cc(=O)c13)OC(C(C)(C)OC1OC(CO)C(O)C(O)C1O)C2 (centres undefined)	0.9%	-9.4%	5.3%	.	-1.9%	9.9%	5.5%[2.36 µM]
COc1cccc(CNc2ccc3nc(-c4ccc(N)cc4)c(OC)n3n2)c1	-5.0%&-16.0%	.	.	-12.1%&-12.5%	.	.	-8.8%
COc1ccccc1C(O)P(=O)(OC(C)C)c1ccc(N(C)C)cc1 (centres undefined)	-0.7%	1.6%	0.3%	-4.4%[10 µM]	-6.8%	-16.4%	-5.0%
CCOc1ccc(C2C(C(=O)/C=C/c3ccco3)=C(O)C(=O)N2CCN2CCOCC2)cc1OC (centres undefined)	-1.8%	5.9%	-2.6%	?	11.5%[9.22 µM]	-7.8%	?
COc1ccc(CSCCN)cc1Cl	-8.0%	-7.8%	1.9%	-23.1%[10 µM]	17.1%	4.5%	13.6%
COc1ccc(NC(=O)CN2CCC(n3c(C)nc4cc(F)ccc43)CC2)c(OC)c1	-5.6%	-6.0%	-6.6%	-25.1%	13.8%	2.5%	4.2%
COc1ccc(NC(=O)N2CCN(c3ccc([N+](=O)[O-])cc3)CC2)cc1	3.0%	6.8%[9.22 µM]	6.4%	-4.2%[10 µM]	7.5%[46 µM]	9.4%	7.0%
